# hIAP act – human IAP activators, primary screen, biochemical, luminescence, uHTS; AID 2524, 2010; 330,000 compounds, 0.16% hits; activation factor at 10 µM; purified human IAP, CDP-Star luminescence, 30 min; stronger effect = higher value; 1 = vehicle-only enzyme, 0 = enzyme-free background;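 active = activation factor of the enzyme at least 2-fold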; note: the source names both 10 and 20 µM as test concentration; values of inactives mirror those of a sister screen read the other way
# PfG6PD inh – PfG6PD enzyme inhibitors, primary screen, biochemical, fluorescence intensity, uHTS; glucose-6-phosphate dehydrogenase-6-phosphogluconolactonase (Plasmodium falciparum 3D7); PfGluPho enzyme, NADPH resazurin-diaphorase fluorescence; inhibition, % at 20 µM; 350,000 compounds, 0.78% hits; AID 504690, 2011;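 active = inhibition reaching at least a set limit at 20 µM in the primary screen, cut at about 59% in these data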;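 note: 0% = DMSO wells with substrate and 100% = DMSO wells lacking glucose-6-phosphate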
# APOBEC3A inh – APOBEC3A ssDNA deaminase inhibitors, primary screen, selectivity assay for APOBEC3G inhibitor project, biochemical, FAM/TAMRA oligo cleavage fluorescence; 330,000 compounds, 0.41% hits; inhibition, % at 20 µM; recombinant A3A, FAM/TAMRA ssDNA deamination fluorescence;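 active = at least 40% inhibition at 20 µM here, with at most 30% in a related deaminase screen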;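 note: plate controls were A3A with DMSO for no effect and wells lacking A3A enzyme for full effect; some results filed as inactive read as strong as hits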
# mIAP activ – activators of mouse IAP, primary screen, biochemical, luminescence, uHTS; muIAP, CDP-Star luminescence, 30 min; stronger effect = higher value; 1 = vehicle-only enzyme signal, 0 = enzyme-free wells; 330,000 compounds, 0.24% hits; intestinal alkaline phosphatase [Mus musculus]; activation factor at 10 µM; AID 2805, 2010;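 active = activation factor of at least 2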; note: the source names both 10 and 20 µM as test concentration; values of inactives mirror those of a sister screen read the other way
#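 Assay system: mouse IAP enzyme; Reagent: CDP-Star chemiluminescent phosphatase substrate; Compound: DMSO-dissolved test compounds; Incubation: 30 min, room temperature; Technique: luminescence from enzymatic CDP-Star hydrolysis; Controls: DMSO-only wells and no-enzyme negative control.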
# HKDC1 inh – HKDC1 hexokinase inhibitors, primary screen, biochemical, fluorescence, uHTS; Q2TB90; recombinant HKDC1, G6PDH/diaphorase resazurin coupled fluorescence; inhibition, % at 20 µM; 340,000 compounds, 0.16% hits; AID 493160, 2011;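 active = inhibition above about 35% when tested at 20 µM, limit read from the data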;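 note: plate controls were DMSO wells with enzyme for no effect and DMSO wells lacking enzyme for full effect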
# Target sequence (Q2TB90 whole entry, looked up): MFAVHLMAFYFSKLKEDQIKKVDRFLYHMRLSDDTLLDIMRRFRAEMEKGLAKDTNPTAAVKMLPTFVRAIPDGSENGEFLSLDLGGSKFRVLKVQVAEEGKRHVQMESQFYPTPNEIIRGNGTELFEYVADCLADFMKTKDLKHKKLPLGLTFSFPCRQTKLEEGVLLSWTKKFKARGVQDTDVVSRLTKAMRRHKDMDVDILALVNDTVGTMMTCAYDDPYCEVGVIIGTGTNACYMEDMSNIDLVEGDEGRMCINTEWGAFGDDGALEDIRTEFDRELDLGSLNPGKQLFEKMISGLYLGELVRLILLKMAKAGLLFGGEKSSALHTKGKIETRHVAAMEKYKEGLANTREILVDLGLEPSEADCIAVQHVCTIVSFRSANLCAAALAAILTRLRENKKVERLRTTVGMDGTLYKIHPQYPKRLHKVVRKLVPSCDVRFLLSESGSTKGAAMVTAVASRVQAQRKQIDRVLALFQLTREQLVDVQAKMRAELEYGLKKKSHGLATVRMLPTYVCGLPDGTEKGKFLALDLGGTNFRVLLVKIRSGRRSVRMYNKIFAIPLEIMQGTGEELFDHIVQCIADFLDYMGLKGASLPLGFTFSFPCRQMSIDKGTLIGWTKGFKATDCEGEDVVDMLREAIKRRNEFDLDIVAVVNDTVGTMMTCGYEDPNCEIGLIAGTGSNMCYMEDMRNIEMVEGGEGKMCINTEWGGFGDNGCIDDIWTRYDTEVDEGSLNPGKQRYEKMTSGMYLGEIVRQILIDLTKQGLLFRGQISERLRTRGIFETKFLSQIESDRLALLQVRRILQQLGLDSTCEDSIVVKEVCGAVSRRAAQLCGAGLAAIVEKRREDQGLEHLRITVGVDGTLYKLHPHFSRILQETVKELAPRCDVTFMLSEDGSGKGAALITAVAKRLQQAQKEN
#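 Test system: Recombinant HKDC1 (HK5) hexokinase enzyme, produced in-house | Input: HKDC1 at 5 µg/mL | Buffer or medium: Tris pH 8.0 buffer with MgCl2, Tween-20, BSA, BME | Schedule: 90 min reaction incubation at room temperature, dark | Technique: Resazurin-to-resorufin fluorescence via G6PDH and diaphorase coupling, 525/613 nm | Controls: DMSO wells with and without enzyme mix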
# hIAP inh – human IAP inhibitors, primary screen, biochemical, luminescence, uHTS; Intestinal-type alkaline phosphatase (Homo sapiens), P09923; purified IAP, CDP-Star luminescence, 30 min; inhibition, % at 10 µM; 330,000 compounds, 0.12% hits;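 active = inhibition reaching a set limit with compound at 10 µM in the primary screen, cut at about 35% in these data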;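 note: plate controls were DMSO wells with enzyme for no effect and no-enzyme buffer wells for full effect; values of inactives mirror those of a sister screen read the other way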
# ATG4B inh – ATG4B protease inhibitors, primary screen, biochemical, fluorescence, uHTS; Cysteine protease ATG4B (Homo sapiens), Q9Y4P1; ATG4B cleavage of LC3-PLA2, NBD-HPC fluorescence, 1 h; inhibition, % at 8.33 µM; 340,000 compounds, 0.51% hits; AID 504462, 2011; in the data active = inhibition above about 40%
# mIAP block – inhibitors of mouse IAP, primary screen, biochemical, luminescence, uHTS. intestinal alkaline phosphatase [Mus musculus]. purified mouse IAP, CDP-Star luminescence, 30 min. inhibition, % at 10 µM. 330,000 compounds, 0.2% hits. AID 2806, 2010;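 active = inhibition of at least 40% at 10 µM in the primary screen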;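 note: plate controls were DMSO with enzyme for no effect and no enzyme wells for full effect; values of inactives mirror those of a sister screen read the other way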
# Numbers without * were called inactive; . = not tested or not shown.
SMILES,hIAP act,PfG6PD inh,APOBEC3A inh,mIAP activ,HKDC1 inh,hIAP inh,ATG4B inh,mIAP block
O=C(CSC1=NCCN1)NC(c1ccccc1)c1ccccc1,1.1,6,-6,1.2,-4,-13,-5,-16
CCC(Oc1cccc(C)c1)C(=O)Nc1ccccc1C(=O)N1CCOCC1 (stereo not given),1,16,-4,1,3,-2,-5,-2
Cc1c(O)c2ccccc2oc1=O,1,1,-3,1,2,-1,2,-4
Cc1ccc(N(CC(=O)N2CCOCC2)S(C)(=O)=O)cc1C,1.1,6,2,1,-8,-10,3,-1
Cc1c(NC(=O)c2ccc(Br)o2)cccc1C(=O)O,0.81,-23,-4,0.94,9,19,-14,6
O=C(CN1CCSC1=O)N1CCN(S(=O)(=O)c2ccccc2)CC1,0.91,-11,0,1,-1,9,-11,-1
O=C(CCc1ccccc1)N[C@@H]1c2ccccc2CC[C@H]1OCc1ccccc1,.,3,4,1.3,-3,.,10,-33
CCN1C(=O)[C@H]2[C@@H](c3ccc(-c4cccc(Cl)c4)c(OC)c3)N[C@@](Cc3ccccc3)(C(=O)OC)[C@H]2C1=O,0.97,9,-1,0.92,10,3,-8,8
COc1ccc(OCCSc2nnc(-c3ccc(OC)cc3)n2N)cc1,1.1,6,-2,0.94,-6,-9,-14,6
NC(=O)Cn1cnc2c(nnn2-c2cccc(Cl)c2)c1=O,0.94,2,0,0.95,8,6,-5,5
O=S(=O)(Nc1ccc(C(F)(F)F)cc1)c1cnc[nH]1,0.96,-5,0,1,-1,4,4,-2
Cc1ccc(S(=O)(=O)n2nc(-n3c(C)ccc3C)c3c(F)cccc32)c2ccccc12,1,9,-4,0.95,0,-2,-3,5
CC(C)[C@H](NS(=O)(=O)c1ccc2c(c1)OCCO2)C(=O)OCC(=O)Nc1ccccc1,0.85,2,-1,1.2,-2,15,1,-17
COc1ccc(CCNS(=O)(=O)c2ccc(C(=O)NCc3ccco3)cc2)cc1OC,0.87,-1,0,0.97,-4,13,4,3
CCOc1ccc(N(CC(=O)NCc2ccc(F)cc2)S(=O)(=O)c2c(C)noc2C)cc1,1,-4,1,0.96,2,-1,-2,4
CCCCNC(=O)C1CC(=O)N(c2ccc(OC)cc2)C1c1ccc(OC)cc1 (stereo not given),0.97,-5,3,1.1,1,3,-11,-5
O=C(Cn1[nH]c(=O)c2ccccc2c1=O)N1CC=C(c2ccccc2)CC1,1,12,-3,1.1,4,-4,-14,-11
O=C(Nc1ccccn1)c1cc2cc([N+](=O)[O-])ccc2s1,1.1,20,3,1,-6,-8,-2,-3
Cc1ccc(/C=N/NC(=O)c2nnn(-c3nonc3N)c2CSc2ccc(Cl)cc2)o1,1.3,26,-5,0.88,0,-31,-5,12
O=C(CSc1cccc[n+]1[O-])NC1CCCCCCC1,1.1,9,7,1.1,-5,-13,-15,-7
CCOc1ccc(C(=O)NC2CCN(C(=S)NCc3ccco3)CC2)cc1,1.1,-3,-3,1,1,-9,5,-3
C=CC(=O)Nc1cccc(Oc2cc(Cl)nc3[nH]ccc23)c1,0.87,35,-1,1.1,7,13,-9,-8
C=CCn1c(SCC(=O)N2CCOCC2)nc2sc(CC)cc2c1=O,0.87,-16,-3,0.96,-3,13,1,4
CC(C)(C)c1ccccc1NC(=O)C1=COCCO1,1.2,10,0,1,-5,-20,7,0
CC(=O)NNc1cc(N2CCOCC2)nc(N2CCOCC2)n1,1,6,-1,0.97,-2,0,-6,3
COc1ccc(-c2cc(C(=O)O)c(C)o2)cc1OC,1,-4,1,1.1,-5,-1,-5,-9
C[C@@H]1COC(=O)[C@H](CC(=O)OC(C)(C)C)C/C=C\C[C@@H](CC(=O)N(CCO)Cc2ccccc2)C(=O)N1,1.2,-12,-3,1.1,-5,-23,3,-11
Cc1noc(NS(=O)(=O)c2ccc(NC(=O)CSc3nc4ccccc4[nH]3)cc2)c1C,0.99,-25,-1,0.95,0,1,-10,4
COc1ccc(NC(=O)C2C3C=CC(O3)C2C(=O)NCc2cccnc2)cc1 (stereo not given),0.87,-15,-1,0.92,-9,13,-4,8
Cn1c(SCc2nc(-c3cccs3)no2)nnc1C1CCCCC1,1,-9,2,0.94,-5,-2,-3,6
Nc1cc(-c2ccccc2)nn1S(=O)(=O)c1ccc(F)cc1,1.1,20,-2,1,0,-6,-9,-3
Cc1cccc(NC(=S)NC(=O)c2ccco2)c1C,0.96,14,-4,0.97,-5,4,-1,3
CC1CCCCC1NC(=O)COC(=O)Cc1ccc(Br)cc1 (stereo not given),0.98,-5,13,1.1,-5,2,-15,-7
c1ccc(-n2c(-c3ccncc3)nnc2-c2cccs2)cc1,0.89,-6,-1,0.95,3,11,-5,5
Cc1ccc2c(c1)N(CC(=O)NCCCN1CC(C)CC(C)C1)C(=O)c1cccnc1O2 (stereo not given),0.87,0,-4,0.88,-4,13,-8,12
COc1cccc(-n2c(CNc3ccc(F)cc3)nnc2SCC(N)=O)c1,1,19,-1,1,0,0,-14,0
C[C@H](CO)N1C[C@H](C)[C@@H](CN(C)S(=O)(=O)c2cccs2)Oc2ccc(NS(=O)(=O)c3ccccc3)cc2C1=O,0.94,-20,-7,1.1,0,6,3,-6
Cc1csc(SCC(=O)O)n1,0.98,-1,-1,1,-4,2,2,-2
COc1ccc(CN2[C@@H](CC(=O)O)c3ccccc3S2(=O)=O)cc1,0.91,2,-7,1.1,-5,9,-1,-10
Cc1c(Cl)cccc1NC(=O)NCc1ccncc1,0.83,-2,-5,0.93,-5,16,9,7
C=CCN(CC=C)C(=O)COn1nnc2ccc(S(=O)(=O)N3CCOCC3)cc21,0.98,-10,5,1,-4,2,0,-2
CCOC(=O)CC(=O)NC1(Cc2ccc(O)cc2)CCCCC1,1.3,-2,2,1,-10,-29,-3,0
COc1ccc(CNC(=O)C/C(C)=N/NC(=O)Cc2ccc(OC)c(OC)c2)cc1,1.1,3,-2,1,-10,-10,-1,-2
CCc1nnc(NC(=O)Cn2c(=O)oc3ccccc32)s1,0.96,-7,0,1,-11,4,-7,-4
O=C(c1ccco1)N1CCN(Cc2nc(Cc3ccccc3)no2)CC1,1,-9,1,0.99,-28,-4,-15,1
O=C(Nc1ccc2ccccc2c1)c1cc(F)c(F)cc1Cl,0.95,12,-2,0.99,5,5,3,1
CCOc1ccc(Br)cc1CSC(=N)N,0.98,9,-3,0.88,-2,2,1,12
O=C(Nc1ccc(CN2CCS(=O)(=O)CC2)cc1)c1ccc(C(F)(F)F)cc1,1,3,-4,1.1,-3,0,4,-9
Cc1ccccc1OCCn1cc(/C=C(\C#N)C(=O)NCc2ccco2)c2ccccc21,1,-2,-3,1.1,-7,-2,-7,-7
O=C(CCSc1ccccc1)NC(=O)COC(=O)c1ccc(OC(F)F)cc1,0.99,14,2,1,1,1,-7,-1
Cc1ccnc(N2CCN(C(=O)CSc3nc4ccccc4nc3N3CCC(C)CC3)CC2)c1,0.98,16,0,1.1,-3,2,2,-8
Cn1nnnc1SCCNC(=O)C1CCC(=O)N(CCc2ccccc2)C1 (stereo not given),1,1,-2,1.1,-11,-3,34,-8
Cc1cccc(OC(C)c2ccnc3nc(/N=C/N(C)C)nn23)c1 (stereo not given),0.97,-3,4,0.98,-2,3,-18,2
O=C(CNC(=O)C12CC3CC(CC(C3)C1)C2)OCc1ccc(F)cc1Cl,1,12,-1,1,1,-3,7,-4
O=C(OCC(=O)N1CCc2ccccc21)c1ccc([N+](=O)[O-])o1,1,40,-1,1.1,3,-4,-5,-13
O=C(CSc1nnnn1C1CCCCC1)N1CCOCC1,0.96,-7,-4,0.93,-13,4,-2,7
O=C1CC2(CCN(C(=O)COc3ccc(Cl)cc3)CC2)Oc2ccccc21,0.91,-2,-1,1,-1,9,2,-5
COc1ccc(NC(=O)NNC(=O)C(C)Oc2ccc3ccccc3c2)cc1 (stereo not given),1.4,15,-4,0.98,1,-41,-8,2
O=S(=O)(Cc1ccccc1)Nc1cccc(F)c1,0.95,-14,-2,1.1,-1,5,0,-7
CSc1nnc(Cc2cc(=O)[nH]c(=O)[nH]2)n1-c1cccc(C)c1,1.1,2,-2,0.96,0,-9,-12,4

# 3 entries from above, ordered by length of the SMILES, smallest number first:
SMILES,hIAP act,PfG6PD inh,APOBEC3A inh,mIAP activ,HKDC1 inh,hIAP inh,ATG4B inh,mIAP block
O=S(=O)(Cc1ccccc1)Nc1cccc(F)c1,0.95,-14,-2,1.1,-1,5,0,-7
Cn1nnnc1SCCNC(=O)C1CCC(=O)N(CCc2ccccc2)C1 (stereo not given),1,1,-2,1.1,-11,-3,34,-8
COc1ccc(CNC(=O)C/C(C)=N/NC(=O)Cc2ccc(OC)c(OC)c2)cc1,1.1,3,-2,1,-10,-10,-1,-2

# Full records, quoted from the list. Order of values: hIAP act, PfG6PD inh, APOBEC3A inh, mIAP activ, HKDC1 inh, hIAP inh, ATG4B inh, mIAP block
# CCN1C(=O)[C@H]2[C@@H](c3ccc(-c4cccc(Cl)c4)c(OC)c3)N[C@@](Cc3ccccc3)(C(=O)OC)[C@H]2C1=O is listed as 0.97, 9, -1, 0.92, 10, 3, -8, 8
# O=C(CSc1nnnn1C1CCCCC1)N1CCOCC1 is listed as 0.96, -7, -4, 0.93, -13, 4, -2, 7
# Cc1ccc(S(=O)(=O)n2nc(-n3c(C)ccc3C)c3c(F)cccc32)c2ccccc12 is listed as 1, 9, -4, 0.95, 0, -2, -3, 5
# C[C@@H]1COC(=O)[C@H](CC(=O)OC(C)(C)C)C/C=C\C[C@@H](CC(=O)N(CCO)Cc2ccccc2)C(=O)N1 is listed as 1.2, -12, -3, 1.1, -5, -23, 3, -11
# c1ccc(-n2c(-c3ccncc3)nnc2-c2cccs2)cc1 is listed as 0.89, -6, -1, 0.95, 3, 11, -5, 5

# Bioassay records as filed in PubChem BioAssay.
